POLK inh – qHTS for Inhibitors of Polymerase Kappa | purified Pol kappa, fluorescent DNA synthesis assay, 10 min | Potency, µM (titrated, usually from 107 µM), without a hit: top-dose activity, negative = inhibition, actives largely listed as inhibitors | DNA polymerase kappa (Homo sapiens), Q9UBT6 | 400,000 compounds, 0.53% hits; further: potency means the concentration at half of the fitted maximal effect; on the % scale 0 is the no-effect control and ±100 the full control effect
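50 nM final substrate added after 15 min RT preincubation of 10 nM Pol kappa with compound; fluorescence read at 0 and 10 min.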
Apoferritin bind – qHTS Assay for Identification of Novel General Anesthetics; Ferritin light chain (Equus caballus), P02791; Potency, µM (top dose mostly 77.5 µM), without a hit: at the top dose activity change, negative = displacement, hits mostly inhibitors; AID 485281, 2010; apoferritin/1-aminoanthracene competitive binding, fluorescence; 350,000 compounds, 0.074% hits; further: potency means the concentration at half of the fitted maximal effect; on the % scale 0 is the no-effect control and ±100 the full control effect; nearly all actives have a fitted effect of over 20% in size
Target sequence (P02791 2-175 limits assumed): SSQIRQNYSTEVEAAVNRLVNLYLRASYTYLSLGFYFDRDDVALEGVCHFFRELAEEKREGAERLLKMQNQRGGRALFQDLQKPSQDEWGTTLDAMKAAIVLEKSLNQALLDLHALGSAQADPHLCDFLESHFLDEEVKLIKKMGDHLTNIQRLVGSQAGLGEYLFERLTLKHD
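Read-out: endpoint 1-AMA fluorescence, excitation 380 nm and emission 535 nm, after compounds sit 10 min at room temperature with 10 uM horse-spleen apoferritin in 50% saturated 1-AMA/PBS. Values come from four-parameter Hill fits.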
Pol beta inh – qHTS Assay for Inhibitors of DNA Polymerase Beta; P06746; Pol beta primer extension/strand displacement, fluorescence kinetic; Potency, µM (highest dose often 114 µM), for inactives: at the top dose activity change, negative = inhibition, actives largely listed as inhibitors; 340,000 compounds, 1.3% hits; further: potency means the concentration at half of the fitted maximal effect; on the % scale 0 is the no-effect control and ±100 the full control effect
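Reaction started by 50 nM substrate onto compound-treated Pol beta (10 nM, 15 min preincubation, room temperature); plates read at 0 min and 10 min. Normalized concentration-effect data fitted by four-parameter Hill equation.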
RGS4 inh – Inhibitors of Regulator of G Protein Signaling (RGS) 4: qHTS | Regulator of G-protein signaling 4 (Homo sapiens), P49798 | Transcreener GDP fluorescence polarization, RGS4-accelerated GTP hydrolysis | Potency, µM (titrated, usually from 114 µM), for the others: at the top dose activity change, negative = inhibition, actives largely listed as inhibitors | 390,000 compounds, 0.039% hits | AID 504845, 2011; further: potency means the concentration at half of the fitted maximal effect; on the % scale 0 is the no-effect control and ±100 the full control effect; nearly all actives have a fitted effect of over 75% in size; some results filed as inactive show a strong effect at the top dose
Target sequence (P49798 whole entry, looked up): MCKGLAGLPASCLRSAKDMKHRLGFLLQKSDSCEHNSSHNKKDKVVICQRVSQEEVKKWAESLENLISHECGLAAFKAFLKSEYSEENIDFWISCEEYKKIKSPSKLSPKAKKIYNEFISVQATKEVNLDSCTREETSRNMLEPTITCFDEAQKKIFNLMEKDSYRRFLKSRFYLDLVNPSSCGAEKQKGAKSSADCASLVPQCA
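MLSMR compounds (23 nl, pin-transferred) preincubated 10 min at room temperature with a 500nM (2x) first reagent, then RGS4 at 900nM (2x) plus Transcreener GDP mix added; fluorescence polarization (620/688 nm) read before and after 90 min at 30 °C.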
POLH inh – qHTS for Inhibitors of Polymerase Eta; 390,000 compounds, 1.2% hits; Potency, µM (top dose mostly 114 µM), for the others: at the highest dose activity change, negative = inhibition, hits mostly inhibitors; DNA polymerase eta (Homo sapiens), Q9Y253; AID 588591, 2011; recombinant Pol eta, fluorescent DNA replication assay; further: potency means the concentration at half of the fitted maximal effect; on the % scale 0 is the no-effect control and ±100 the full control effect
Target sequence (Q9Y253 whole entry, looked up): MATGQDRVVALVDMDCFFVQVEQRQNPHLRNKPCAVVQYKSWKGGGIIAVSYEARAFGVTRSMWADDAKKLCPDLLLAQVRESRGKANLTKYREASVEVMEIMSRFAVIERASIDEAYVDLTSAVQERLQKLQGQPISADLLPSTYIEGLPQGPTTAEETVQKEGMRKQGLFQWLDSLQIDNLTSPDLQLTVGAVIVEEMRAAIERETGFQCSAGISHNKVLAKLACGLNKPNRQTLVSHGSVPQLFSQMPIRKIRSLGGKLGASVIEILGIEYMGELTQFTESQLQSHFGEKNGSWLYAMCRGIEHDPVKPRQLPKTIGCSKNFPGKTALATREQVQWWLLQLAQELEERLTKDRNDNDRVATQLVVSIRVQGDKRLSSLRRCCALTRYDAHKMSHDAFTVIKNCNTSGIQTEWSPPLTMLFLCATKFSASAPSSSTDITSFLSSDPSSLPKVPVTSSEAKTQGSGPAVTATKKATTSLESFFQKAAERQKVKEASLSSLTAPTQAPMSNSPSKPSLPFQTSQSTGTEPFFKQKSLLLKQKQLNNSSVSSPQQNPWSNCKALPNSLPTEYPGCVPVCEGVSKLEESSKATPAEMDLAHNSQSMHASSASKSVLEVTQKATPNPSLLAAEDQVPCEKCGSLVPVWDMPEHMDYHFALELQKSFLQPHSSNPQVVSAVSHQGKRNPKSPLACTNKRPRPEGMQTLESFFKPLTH
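Pol eta at 10 nM preincubated with compounds 15 min at room temperature; reaction started with fluorescent substrate (50 nM final) and read kinetically at 0 and 10 min.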
LDHA block – qHTS assay for inhibitors of human lactate dehydrogenase | L-lactate dehydrogenase A chain (Homo sapiens), P00338 | AID 1347041, 2019 | activity change, % (values are at about 110 or 230 µM) | purified LDHA, NADH/diaphorase-resazurin fluorescence; hits give low values | 480,000 compounds, 0.15% hits; in the data active means activity change below about -30%; inconclusive means mostly about -25% to -30%;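 further: plate controls were DMSO wells for no effect and wells without enzyme for full effect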
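Remaining NADH was detected by diaphorase (0.133 mg/mL) converting 37 µM resazurin to fluorescent resorufin, read at 0 and 20 minutes. The preceding 5-minute room-temperature reaction used 2 nM LDHA, 0.2 mM sodium pyruvate and 0.06 mM NADH at pH 7.4.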
APE1 inh – qHTS Assay for Inhibitors of the Human Apurinic/apyrimidinic Endonuclease 1 (APE1); recombinant APE1, TAMRA/BHQ-2 abasic DNA cleavage fluorescence; DNA repair nuclease/redox regulator APEX1 (Homo sapiens), P27695; Potency, µM (titrated, usually from 65.8 µM), for inactives: top-dose activity change, negative = inhibition, actives largely listed as inhibitors; 350,000 compounds, 0.35% hits;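 further: potency means the concentration at half of the fitted maximal effect; plate controls were vehicle for no effect and reference inhibitor for full effect; nearly all actives have a fitted effect of over 55% in size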
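Activity was derived from the fluorescence gain between first and third kinetic reads (60 s intervals, ex 525/em 598 nm) after 50 nM THF-abasic TAMRA/BHQ-2 duplex was added to 0.75 nM APE1 preincubated 15 min with compound.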
ALOX12 inh – Primary qHTS assay for inhibitors of human arachidonate 12S-lipoxygenase (ALOX12): Round 2; 580,000 compounds, 1.1% hits; Potency, µM (top dose mostly 108 µM), without a hit: at the top dose activity change, negative = inhibition, usual class: inhibitors; purified 12hLO, xylenol orange hydroperoxide absorbance; further: potency means the concentration at half of the fitted maximal effect; on the % scale 0 is the no-effect control and ±100 the full control effect
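Purified human 12hLO at 150 nM in 25 mM Hepes, 0.01% Triton X-100, pH 7.0, preincubated 15 min at room temperature with compound. Reaction started with 40 uM arachidonic acid, 30 min at room temperature. Hydroperoxide measured by Fe-xylenol orange, 573/405 nm absorbance ratio.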
ERG Ets-DNA blk – qHTS for Small Molecule Inhibitors of the ERG Ets/DNA interaction | Transcriptional regulator ERG (Homo sapiens), P11308 | fluorescence polarization, His-ERG Ets domain / labelled DNA | Potency, µM (top dose mostly 76.9 µM), for inactives: at the highest dose FP activity, negative = inhibition, most hits filed as inhibitors | 370,000 compounds, 0.028% hits | AID 624246, 2012; active means well fitted inhibition curve with a large enough effect in the polarisation, with a control signal flat; inconclusive means small, poorly fitted or top-dose-only effect, or effect the other way, or a change in a side signal; inactive means no such curve, though single readings can be large or run the other way; the % refers to the polarisation;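 further: polarization taken with two DNA probes labelled with fluorescein and Texas red; potency means the concentration at half of the fitted maximal effect; % of control where 0% means no effect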
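His-tagged ERG Ets domain (1 uM in the protein solution; 300mM KCl, 50mM Tris-HCl, 1mM EDTA, 1mM DTT, pH 7.5) received compound, then a probe mix of 5 nM fluorescein-DNA and 100nM Texas-615-DNA. Fluorescence polarization was read for both dyes.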
An asterisk follows results filed as active; i = inactive; ? = inconclusive; . = no result given; & = joins results of further samples; [ ] = another dose, or the depositor's remark. Unless noted, the call rests on the fitted dose curve; in most records, active means well fitted curve in the direction sought with a large enough effect; inconclusive means small, poorly fitted or top-dose-only effect, or another doubt; inactive means no such curve, though single readings can be large; an effect the other way counts as inactive or inconclusive. Not all compounds are listed; rates above refer to the full screens.

Every second line gives: POLK inh | ERG Ets-DNA blk | APE1 inh | POLH inh | ALOX12 inh | Pol beta inh | Apoferritin bind | RGS4 inh | LDHA block
> CCCCN1C(=N)N([C@@H](CCC)CN2CCC[C@H]2CN2C(N)=NC[C@H]2CC(C)C)C[C@H]1Cc1ccccc1
  -3% | 4% | 34% | -11% | -8% | . | . | -3% | -5
> Cc1cccc(C(=O)N2CCc3c([nH]c4ccccc34)C2CC(C)C)n1 (centres undefined)
  -3% | 4% | -10% | -27% | ? | 14% | -21% | 5% | 1
> O=C(NCCCN1CCCC1)c1cc(Sc2ccc(F)cc2)nc2ccccc12
  -10% | -2% | ? | -10% | -15% | 15% | -17% | ? | -2
> CCCCn1c(-c2ccsc2)nc2c1c(=O)[nH]c(=O)n2CCC
  -1% | -2% | 7% | -1% | -13% | 1% | 19% | -29% | -3
> COc1cccc(C2C(C#N)=C(N)Oc3cc(N)ccc32)c1OC (centres undefined)
  -10% | 0% | 10% | -11% | 17% | 20% | 4% | -1% | 3
> CCCCn1c(N)c(N(CCC(C)C)C(=O)Cc2ccc(S(=O)(=O)N3CCOCC3)s2)c(=O)[nH]c1=O
  -2% | 14% | 16% | -6% | -2% | . | . | -36% | -1
> CCCCCCCNS(=O)(=O)c1cccc2c(Cl)cccc12
  ? | . | -4% | . | 0% | . | . | i | .
> Cc1cccc(C)c1NC(=O)CSc1nc2ccccc2c(=O)[nH]1
  -16% | 7% | -2% | 6% | -16% | 27% | 3% | 12% | -7
> COc1ccc(C(=O)NC(c2ccccc2Cl)c2cc(Cl)c3cccnc3c2O)cc1 (centres undefined)
  6% | 4% | . | ? | -19% | ? | 0% | -9% | 4
> COc1ccc(NC(=O)/C(=C/c2ccc3c(c2)OCO3)NC(C)=O)cc1
  2% | -8% | 6% | ? | -12% | 8% | -7% | 4% | 0
> CCOC(=O)c1c(/N=C/C2C(=O)CCCC2=O)sc(C)c1C
  -18% | -2% | -8% | -8% | -15% | -28% | -4% | -20% | 13
> Fc1ccc(-c2cnc3n2CCCCC3)cc1
  -28% | 1% | 0% | -18% | 0% | 2% | -3% | -7% | -3
> C[C@@H]1CN([C@@H](C)CO)C(=O)c2cccc(NC(=O)c3ccncc3)c2O[C@@H]1CN(C)Cc1ccc(-c2ccccc2)cc1
  14% | 5% | 31% | -10% | -4% | . | . | 2% | 1
> O=C(Nc1ccc2c(c1)OCO2)NC1(C(F)(F)F)Oc2ccccc2O1
  -11% | 14% | 3% | 2% | ? | -1% | -23% | -31% | 72&0
> C[C@H]1CN([C@@H](C)CO)C(=O)c2cc(NC(=O)C3CCCCC3)ccc2O[C@H]1CN(C)S(=O)(=O)c1ccccc1
  6% | 2% | 12% | -4% | ? | . | . | 5% | 1
> COc1cc(C2SCC(=O)N2Cc2ccccc2)cc(OC)c1OC (centres undefined)
  12% | 3% | 15% | -13% | 55%[activator] | -28% | 50%[activator] | -27% | -1
> Cc1c(C(=O)NCc2ccccc2Cl)sc2nc3n(c(=O)c12)CCCC3
  -14% | -2% | . | -20% | 5% | -26% | 52%[activator] | -24% | -6
> Cc1ccc(-c2nc3ncccn3c2NC2CCCC2)o1
  -1% | -6% | 3% | -16% | ? | 12% | 41%[activator] | ? | -3
> Cc1nn(Cc2ccc(Cl)cc2)c2sc(C(=O)OCC(N)=O)cc12
  5% | 8% | -2% | -19% | 451%[activator] | 0% | ? | -35% | 0
> Cc1ccc(S(=O)(=O)N(Cc2ccccc2F)C(=O)N2CCN(C)CC2)cc1
  -4% | -9% | 12% | -11% | -22% | . | . | -2% | -6
> CC1CN(CCCCOc2ccc(F)cc2)CC(C)O1 (centres undefined)
  -17% | 0% | 5% | -3% | ? | 13% | -4% | -7% | ?
> COc1ccc(OC)c(NC(=O)c2cc3cc(C)ccc3n2C)c1
  5% | 3% | . | -15% | -6% | 3% | 86%[activator] | 13% | 1
> CC(=O)c1ccc(NC(=O)C2CCCNC2=O)cc1 (centres undefined)
  1% | -6% | 2% | -10% | 0% | -1% | -8% | -13% | 1
> Nc1ccc(N=Nc2ccc(N)cc2)cc1
  -13% | -10% | -1% | 27% | 33%[activator] | 0% | -22% | -4% | 2
> NC(=O)C1CCN(c2nc(-c3ccccc3F)cs2)CC1
  -2% | . | 27%&-2% | -14% | ? | . | . | -25% | -1
> CCC(=O)NNC(=O)CCC(=O)Nc1ccc(C)cc1C
  -2% | 6% | -1% | -14% | 5% | 9% | -2% | ? | -11
> Cc1c(Cl)cccc1NC(=O)CSc1ncnc2c1cnn2CCc1ccccc1
  -18% | -7% | 10% | -5% | 11% | 38% | -16% | -22% | 0
> Clc1ccccc1SCc1nc2ccccc2[nH]1
  -5% | 4% | 1% | 7% | 0% | -12% | 0% | 3% | -3
> Cc1cc(NC(=O)COC(=O)c2cc(S(=O)(=O)N(C)c3ccccc3)ccc2Cl)no1
  -2% | 2% | -1% | -8% | 20% | ? | -19% | -12% | -1
> O=C(c1cccc(F)c1)N1CCC(c2c[nH]c3ccccc23)(c2c[nH]c3ccccc23)CC1
  -4% | 8% | . | -27% | ? | 3% | 10% | -15% | -7
> O=C(COC(=O)C12CC3CC(CC(Br)(C3)C1)C2)Nc1ccc2[nH]c(=O)[nH]c2c1
  -7% | 4% | 28% | ? | -18% | . | . | -12% | 8
> O=C(COC(=O)c1ccc(O)cc1O)NNC(=O)c1cccs1
  0% | . | 14% | -18% | 2% | . | . | -34% | -1
> COC(=O)c1ccc(NS(=O)(=O)c2ccc(OC)cc2)cc1
  -14% | -3% | -6% | -13% | -9% | 15% | -7% | 22% | -15
> COc1ccc(NC(=S)N2CCC(C(=O)c3ccc(F)cc3)CC2)c(OC)c1
  -7% | 3% | -3% | -4% | 429%[activator] | -5% | -8% | 20% | -2
> O=C(c1ccc(COc2ccccc2Cl)o1)N1N=C(C(F)F)CC1(O)C(F)F (centres undefined)
  -4% | -7% | 4% | -15% | -5% | 11% | -19% | -1% | 1
> O=C(Oc1cccc2ccccc12)c1ccco1
  -26% | -10% | 4% | -3% | 0% | 37% | ? | -10% | 2
> Cc1cccc(NC(=O)Cn2c(=O)n(-c3ccccc3Cl)c(=O)c3c(C)c(C(=O)N(C)C)sc32)c1
  -4%[60.1 µM] | 7% | . | -19% | -23% | 6% | -11% | 17% | 0
> CCCn1c(N2CCN(Cc3ccc(Cl)cc3)CC2)nc2ccccc21
  -5% | -6% | -5% | -17% | ? | 0% | -13% | 2% | -1
> O=c1oc2ccccc2nc1/C=C(O)/C=C/c1ccc(F)cc1
  -2% | -5% | 2% | ? | ? | 15% | -3% | -49% | 9
> CCn1c(SCc2nc3ccccc3s2)nnc1-c1ccccc1
  -7% | 0% | 6% | 5% | -27% | 3% | -17% | 9% | -6
> COc1ccc(CCn2c(-c3cccc([N+](=O)[O-])c3)nc3nc4ccccc4nc32)cc1
  -8% | 1% | . | -6% | -1% | . | . | 2%[11.4 µM] | -4
> c1ccn2c(Cc3nnc4ccccn34)nnc2c1
  -18% | -7% | -2% | 8% | 2% | 2% | -12% | -1% | -6
> Cc1sc2ncn(CC(=O)N3CCN(c4ccccn4)CC3)c(=O)c2c1S(=O)(=O)N1CCC(C)CC1
  -4% | -6% | -10% | -5% | -16% | 51% | -6% | 11% | -7
> Cc1ccc(N2CC(C(=O)N3CCc4ccccc43)CC2=O)cc1 (centres undefined)
  -6% | . | 0% | -6% | -8%[57.4 µM] | 3% | -10% | 4% | 3
> CS(=O)(=O)c1ccc(Cl)c(NC(=O)CSc2nc3ccccc3c(=O)n2CCCN2CCOCC2)c1
  5% | 0% | -1% | -12% | -1% | 1% | -2% | -17% | -4
> Cc1cc(SCC(=O)c2ccccc2)n2ncc(-c3ccccc3)c2n1
  0% | 5% | 6% | -17% | 3% | 0% | -5% | -3% | -2
> COc1ccc(C(=O)N2CCN(C(C)=O)CC2)cc1S(=O)(=O)N1CCOCC1
  -5% | -1% | -3% | -18% | -6% | 22% | -3% | 3% | -7
> COc1cc(/C=C(/NC(=O)c2ccccc2)C(=O)Nc2ccccc2)c([N+](=O)[O-])cc1OC
  7% | 1% | 1% | -20% | 1% | 4% | ? | -17% | -10
> CC(=O)N=c1cccc(NC(C)=O)n1O
  -2% | . | -1% | -7% | -9% | 1% | -2% | -12% | 0
> O=c1c2ccccc2oc2ccc(NCCCN3CCOCC3)cc12
  1% | -1% | -7% | ? | -27% | 17% | -8% | -6% | 0
> Cc1cc(-c2nn(-c3ccccc3F)cc2CN2CCC(O)CC2)c(C)s1
  -8% | 1% | 23% | -2% | -1% | 26% | -12% | 32% | -12
> CCOc1ccc(N(CC(=O)NCC2CCCO2)S(=O)(=O)c2ccc(SC)cc2)cc1 (centres undefined)
  -3% | 1% | -5% | -7% | ? | -2% | -18% | 0% | -9

Screening data deposited in PubChem by National Center for Advancing Translational Sciences (NCATS).
